MKP-3 inhibition: MKP-3 phosphatase inhibitors, primary screen, biochemical, rat enzyme, in vitro (AID 425); recombinant MKP-3 phosphatase activity, fluorescence; higher % means a stronger effect; inhibition, % at 20 µM; hits with a dose series show IC50 in µM; hit rate 0.17% among 110,000; in the data active = inhibition above about 50%;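 note: plate controls were vehicle for no effect and reference inhibitor for full effect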
Hsp70 displacement: Hsp70 inhibitors, probe displacement, primary screen, biochemical, fluorescence polarization (AID 583). hit rate 0.06% among 140,000. one-dose displacement, % at 20 µM; IC50 in µM for titrated hits. Heat shock 70 kDa protein 1A (Homo sapiens). Hsp70 fluorescence polarization probe displacement, mP; higher % means a stronger effect; in the data active = displacement above about 50%;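 note: plate controls were vehicle for no effect and reference ligand for full effect; a part of the inactive calls stands beside numbers as strong as those of hits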
An asterisk follows results filed as active; x = no result given; & = joins results of further samples.

#	SMILES	MKP-3 inhibition	Hsp70 displacement
1	COC(=O)c1cc(N2C(=O)C3C(C2=O)C2(C)C=CC3(C)O2)ccc1Cl (configuration not stated)	-5%	5.2%
2	CCn1nc(C(=O)NCCc2ccc(S(N)(=O)=O)cc2)c2ccccc2c1=O	-8%	5.5%
3	CCOC(=O)c1c(C)nc2n(/N=C/c3ccccc3[N+](=O)[O-])c3ccccc3n12	2%	8.2%
4	COc1cc2oc(=O)c3c(c2cc1Cl)CCCC3	3%	1.8%
5	O=C(c1nn2c(c1Br)NC(c1cccs1)CC2C(F)(F)F)N1CCCC1 (configuration not stated)	-1%	-1.7%
6	CC(C)C(=O)NCCn1ccc2ccccc21	4%	8.0%
7	C=CCn1c(N)c(C(=O)OCCC)c2nc3ccccc3nc21	-3%	-0.1%
8	O=C(C1CCN(S(=O)(=O)N2CCOCC2)CC1)N1CCN(c2ccccc2)CC1	10%	3.0%
9	CCOC(=O)c1c(NC(=O)Cc2cccs2)sc(C(=O)N2CCOCC2)c1C	3%	0.6%
10	COC(=O)c1ccc(CSc2nnc(CNC(=O)c3cccs3)o2)o1	0%	x
11	CCOC(=O)C1CCN(S(=O)(=O)c2cccc3cccnc23)CC1	4%	-3.5%
12	COCC(C)NC(=O)NC(=O)c1ccc(Cl)cc1 (configuration not stated)	-3%	-0.6%
13	CN1CCN(CCCNC(=O)Cn2nc(-c3ccccc3)ccc2=O)CC1	-1%	-9.8%
14	CC1(C)CC(=O)C=C(Nc2ccccc2NC(=O)c2cnccn2)C1	2%	11%
15	COc1cccc(CN2CCN(Cc3ccc(C(F)(F)F)cc3)CC2)c1OC	-1%	-0.3%
16	N#CC1=C(N)N(c2ccccc2)C(c2ccccc2)C1(C#N)C#N (configuration not stated)	-6%	-0.1%
17	CCOc1cc(/C=C2/C(=O)NC(=O)N(c3ccccc3)C2=O)ccc1OCc1ccc([N+](=O)[O-])cc1	4%	0.2%
18	CCOC(=O)c1cnn(-c2ccccn2)c1N	-3%	-2.3%
19	CCOC(=O)C(=Cc1cc(OC)c(OC)cc1Br)C(=O)OCC	8%	-0.6%
20	CCN(CC)S(=O)(=O)c1ccc(NC(=O)c2ccc(OC)c(I)c2)cc1	1%	1.1%
21	Cc1ccc(S(=O)(=O)/N=C/c2ccc(C(F)(F)F)cc2)cc1	-2%	4.7%
22	Cn1c(NC(=O)c2cccc(Cn3cc(Cl)cn3)c2)nc2ccccc21	2%	-0.5%
23	CCOC(=O)C1=C(CN2CCSCC2)NC(=O)NC1c1cc(C)ccc1C (configuration not stated)	-9%	2.3%
24	Nc1ccccc1C(=O)N(Cc1ccccc1)Cc1ccccc1	x	0.1%
25	CCOC(=O)N1CCC(NC(=O)Cn2cc3c(n2)CCCC3)CC1	-6%	2.3%
26	O=C(COc1ccccc1)NNC(=O)c1ccc(F)cc1	0%	2.2%
27	CC1=NN(c2cccc(C(=O)O)c2)C(=O)/C1=C\c1ccc2c(c1)OCO2	2%	6.1%
28	CCOc1ccc(-n2c(=O)[nH]cc(C(=O)N3CCc4ccccc43)c2=O)cc1	12%	4.7%
29	COc1ccc2c(C)cc(SCC#N)nc2c1	-14%	-19%
30	Cc1cccc(OCCNc2cc(Cl)ccc2[N+](=O)[O-])c1	4%	8.2%
31	CCOc1ccc(OCCN2C(=O)NC(Cc3c[nH]c4ccccc34)C2=O)cc1 (configuration not stated)	x	-2.3%
32	COc1ccc(N2C3=C(CC4=C2CCCC4=O)C(=O)CCC3)cc1	x	15%
33	CC1Cc2ccccc2N1C(=O)C1CCN(S(=O)(=O)c2cccs2)CC1 (configuration not stated)	-6%	1.2%
34	Cc1ccc(-c2nc3ccccc3o2)cc1NC(=S)NC(=O)/C=C/c1ccccc1	0%	-1.0%
35	NC(=O)CSc1nc(N)c2c3c(sc2n1)CCCCC3	14%	9.9%
36	O=S(=O)(Cc1ccccc1)N1CCN(Cc2ccc3c(c2)OCO3)CC1	-2%	x
37	CCOC(=O)C1CCCN(C(=O)CCNS(=O)(=O)c2ccc3c(c2)CCC(=O)N3)C1 (configuration not stated)	-1%	-4.8%
38	COCCN1C(=O)C(=O)/C(=C(/O)c2ccccc2)C1c1cc(OC)ccc1OC (configuration not stated)	3%	-2.5%
39	COC(=O)C1=NNC2C(=O)N(c3ccccc3Br)C(=O)C12 (configuration not stated)	1%	4.2%
40	COCCN(C(=O)c1csnn1)C(C(=O)NC1CCCCC1)c1sccc1C (configuration not stated)	4%	1.6%
41	O=C(c1ccco1)N(Cc1ccccc1)C(Cc1ccccc1)c1cccs1 (configuration not stated)	1%	-0.2%
42	CCOC(=O)COn1c(=O)c[n+]([O-])c2ccccc21	-6%	0.2%
43	CCCN1C(=O)c2ccccc2NC1c1cccc(F)c1 (configuration not stated)	-2%	3.0%
44	Cc1ccc(C(=O)Nc2ccc(O)c(-c3nc4ccccc4s3)c2)cc1[N+](=O)[O-]	4%	-5.5%
45	COc1ccc(/C=C/C(=O)Nc2ccc(N3CCCCC3)c(Cl)c2)cc1	6%	-3.2%
46	Cc1ccc(-c2cc(C(F)(F)F)n3nc(C(=O)OC(C)C)cc3n2)cc1	-3%	1.3%
47	Cc1ccc([N+](=O)[O-])cc1Cc1c(F)cc(F)cc1F	1%	3.4%
48	CCNc1nnc(-c2ccccc2OC)s1	8%	-0.3%
49	O=C(Nc1ccc(OC(F)(F)F)cc1)c1cccc([N+](=O)[O-])c1	2%	-2.6%
50	Cc1ccc(NC(=O)/C(C#N)=C/c2ccc(N(C)C)o2)cc1C	2%	-71%
51	C/C=C/C=C(/NC(=O)c1ccccc1)C(=O)Nc1cccc(C)c1	39%	7.3%
52	CCn1cnc2c1c(=O)n(Cc1nnc3n1-c1ccccc1SC3)c(=O)n2Cc1ccccc1	-14%	-0.2%
53	Cc1ccc(NC(=O)Cn2c(C)cc(C)c(C#N)c2=O)c(Cl)c1	-13%	4.0%
54	CCOC(=O)c1nnn(-c2nonc2N)c1CSc1ccccc1	x	6.8%
55	O=C(COc1ccc(Cl)cc1)NNC(=O)C(=O)NCCO	0%	-2.0%
56	COC(=O)c1ccsc1NC(=O)c1ccc2c(c1)OCCO2	-7%	-0.9%

2 entries from above, with values under each structure:
Values in the order: MKP-3 inhibition	Hsp70 displacement
51: C/C=C/C=C(/NC(=O)c1ccccc1)C(=O)Nc1cccc(C)c1
  39%	7.3%
52: CCn1cnc2c1c(=O)n(Cc1nnc3n1-c1ccccc1SC3)c(=O)n2Cc1ccccc1
  -14%	-0.2%

The listing picks up, starting 4 compounds before the break.
#	SMILES	MKP-3 inhibition	Hsp70 displacement
53	Cc1ccc(NC(=O)Cn2c(C)cc(C)c(C#N)c2=O)c(Cl)c1	-13%	4.0%
54	CCOC(=O)c1nnn(-c2nonc2N)c1CSc1ccccc1	x	6.8%
55	O=C(COc1ccc(Cl)cc1)NNC(=O)C(=O)NCCO	0%	-2.0%
56	COC(=O)c1ccsc1NC(=O)c1ccc2c(c1)OCCO2	-7%	-0.9%
57	Cc1cc(NC(=O)CSc2nnnn2C2CCCC2)no1	-4%	1.0%
58	CCOc1ccc2nc(SCC(=O)NCCc3ccccc3)sc2c1	-1%	3.8%
59	CCC(NS(=O)(=O)c1c(C)[nH]c(=O)[nH]c1=O)C12CC3CC(CC(C3)C1)C2 (configuration not stated)	0%	1.5%
60	CC(=O)Nc1nc(-c2ccc(Br)s2)cs1	-4%	1.3%
61	CS(=O)(=O)N(CC(=O)N1CCc2ccccc2C1)c1ccc2c(c1)OCO2	0%	-2.2%
62	O=C1C2C(C(=O)N1c1ccc3c(c1)OCO3)C1C=CC2C12CC2 (configuration not stated)	-13%	-1.3%
63	O=C(O)C1CCCCC1C(=O)Nc1nc(-c2ccc(Br)cc2)cs1 (configuration not stated)	1%	4.4%
64	COc1cccc(NC(=O)c2cc(I)ccc2Cl)c1	0%	-1.9%
65	Cc1cccc(-n2c(N)cc(=O)nc2SCC(=O)Nc2nnc(CC(C)C)s2)c1	x	4.9%
66	N/C(=N\OC(=O)Oc1ccccc1)c1ccc(Br)cc1	x	3.1%
67	Cc1ccccc1OCC(=O)Nc1cccc(-c2nc3ccccc3[nH]2)c1	5%	0.0%
68	O=C(NCCCn1ccnc1)c1ccncc1	-6%	1.6%
69	Cc1cc(C)nc(NC(=O)Nc2ccccc2C(F)(F)F)n1	-2%	0.8%
70	CC(=O)Nc1ccc(S(=O)(=O)c2c(N)n(CCN3CCOCC3)c3nc4ccccc4nc23)cc1	1%	7.9%
71	COc1ccc(NC(=O)CN(c2cccc(C(F)(F)F)c2)S(C)(=O)=O)c(OC)c1	4%	-6.2%
72	COc1ccccc1OCCOc1c(Cl)cc(/C=N/n2cnnc2)cc1OC	1%	0.2%
73	CC(Nc1cccc2ccccc12)C(=O)N/N=C/c1ccccn1 (configuration not stated)	x	-1.8%
74	O=C(O)c1[nH]nc2c1COc1ccccc1-2	-2%	6.8%
75	CC(=O)C1=C(O)C(=O)N(CO)C1c1ccccc1F (configuration not stated)	5%	3.2%
76	CSc1ccc(/C=N/NC(=O)c2c[nH]c3ccccc23)cc1	0%	-1.9%
77	CC(C(=O)NCc1ccccn1)N1C(=O)c2ccccc2C1=O (configuration not stated)	-2%	-1.5%
78	CCN(c1ccccc1)S(=O)(=O)c1ccc(C(=O)Nc2nnc(COC)o2)cc1	-5%	-6.5%
79	CCOC(=O)/C(C#N)=C/C1=C(N2CCCC2)CC(C)(C)OC1	x	0.7%
80	Cc1ccc(OCCCCCc2c(C)n[nH]c2C)c(C)c1	-1%	-1.1%
81	Cc1ccc(C)c(S(=O)(=O)Nc2ccc3oc4c(c3c2)C(=O)CCC4)c1	0%	-1.3%
82	COc1ccccc1NC(=O)c1ccc(Oc2ccc(C(=O)Nc3ccccc3OC)cc2)cc1	6%	0.4%
83	COc1ccc(S(=O)(=O)c2c(N)n(Cc3ccco3)c3nc4ccccc4nc23)cc1	1%	14%
84	Cc1ccc([N+](=O)[O-])cc1S(=O)(=O)n1nnc2ccccc21	-1%	1.3%
85	Cc1sc2nc(CN(Cc3ccccc3)C(=O)NC3CCCCC3)[nH]c(=O)c2c1C	x	0.3%
86	CN(Cc1ccccc1)c1nc(N)c([N+](=O)[O-])c(Nc2cccc(F)c2)n1	x	1.8%
87	COc1ccc(C(=O)Nc2nnc(CCS(=O)(=O)c3ccc4ccccc4c3)s2)cc1OC	1%	1.3%
88	CCN(CC)CCCN(Cc1cc2cc(OC)ccc2[nH]c1=O)C(=O)Nc1ccccc1	4%	x
89	O=C(Nc1ccc(Cl)c(Cl)c1)Nc1nnc(COc2ccccc2)s1	-4%	1.6%
90	O=C(c1ccccc1)C(Sc1ccc(Br)cc1)C(=O)c1ccccc1	5%	-4.7%
91	Nc1cc(=O)[nH]c(SCC(=O)Nc2ccc(S(=O)(=O)N3CCOCC3)cc2)n1	x	-3.4%
92	CC(C)(C)NCC(=O)c1c[nH]c2ccccc12	-3%	-2.3%
93	COc1ccc(OC)c(C(=O)COC(=O)c2cc(C)oc2C)c1	-4%	2.1%
94	CC1CCCC(C)N1C(=O)COc1ccc2ccccc2c1 (configuration not stated)	6%	-1.6%
95	Cc1occc1-c1nnc(SCc2nc3ccccc3c(=O)n2CC#N)n1C	-7%	8.0%
96	Cc1ccc(C(=O)N/N=C\c2ccc(I)o2)o1	1%	-3.2%
97	CCOc1nc(OCC)c(C=O)c(OCC)n1	-3%	-4.6%
98	COc1cc(Br)cc(/C=C2\C(=O)NN(c3ccccc3)C2=O)c1O	-2%	3.3%
99	COc1ccc(OCC(=O)Nc2cccc(OC)c2)cc1	-1%&1%	-2.0%&-2.5%
100	CCC1(c2ccccc2)NC(=S)N(c2ccc(C)cc2)N1 (configuration not stated)	7%	-4.1%
101	COCCNc1ncnc2nc[nH]c12	0%	5.1%
102	CCc1nnc(NC(=O)CCCOc2ccc(Cl)cc2C)s1	0%	-1.4%
103	COc1ccc2c(c1)c1ncnc(N3CCN(Cc4ccc5c(c4)OCO5)CC3)c1n2C	-6%	-0.4%
104	CCOC(=O)c1[nH]c(C)c(C(=O)c2ccc(C)cc2)c1C	x	-5.8%
105	CN(CCCNC(=O)C1CCCN(S(=O)(=O)c2cnc[nH]2)C1)c1ccccc1 (configuration not stated)	-5%	0.5%
106	NC(=O)c1c(NC(=O)Nc2ccc(Cl)cc2)sc2c1CCCC2	0%	1.5%
107	C=COCCNC(=O)C(=O)Nc1ccc(F)cc1	3%	0.0%
108	CN(C)CCCNC(=O)COc1ccc(Br)cc1	1%	1.3%
109	Cc1cc(C)nc(Sc2nc(C)nc3c2oc2ccccc23)n1	-2%	2.7%
110	Cc1cccc(N2C(=O)NC(=O)/C(=C\c3ccc(OCc4cccc(C(=O)O)c4)cc3)C2=O)c1	-3%	0.8%
111	Cc1ccc(N2C(=O)C3C(C2=O)C2(C)C=CC3(C)O2)c([N+](=O)[O-])c1 (configuration not stated)	-1%	-1.2%
112	Clc1ccc(CSc2ncn(-c3ccccc3)n2)cc1	x	-1.2%

Remaining list, next part.
#	SMILES	MKP-3 inhibition	Hsp70 displacement
113	CC(=O)c1cccc(NC(=O)c2ccc(NS(C)(=O)=O)cc2)c1	-3%	2.9%
114	COC(=O)CCC(=O)Nc1ccc(C)cc1OC(=O)CCC(=O)OC	-7%	x
115	COc1ccc(NC(=O)CSc2nc3c(c(=O)[nH]2)CCC3)cc1OC	6%	-1.5%
116	CNC(=O)c1ccc(C(=O)c2cc(OC)ccc2OC)cc1	-2%	0.6%
117	COc1cccc(Cn2nnc3c(=O)[nH]c(C4CCCN(C(=O)c5ccccc5Cl)C4)nc32)c1 (configuration not stated)	9%	3.2%
118	Cc1cccc(N2C(=O)C(Cl)=C(N3CCOCC3)C2=O)c1C	0%	-1.5%
119	COc1ccc(-c2noc(-c3ccccc3Cl)n2)cc1OC	-7%	4.3%

High-throughput results from PubChem.

The list is partial, so the mix of outcomes need not match the whole.
